Compound activity (PubChem)
GLS inh = inhibitors of human glutaminase (GLS). GLS enzymatic activity, qHTS titration. Potency, µM (series often up to 45.5 µM), for the others: at the top dose activity change, negative = inhibition, most hits filed as inhibitors. actives 0.21% (n = 410,000). AID 624170; note: % is set by controls: 0 for no effect and ±100 for the full control effect
Target sequence (O94925 whole entry, looked up): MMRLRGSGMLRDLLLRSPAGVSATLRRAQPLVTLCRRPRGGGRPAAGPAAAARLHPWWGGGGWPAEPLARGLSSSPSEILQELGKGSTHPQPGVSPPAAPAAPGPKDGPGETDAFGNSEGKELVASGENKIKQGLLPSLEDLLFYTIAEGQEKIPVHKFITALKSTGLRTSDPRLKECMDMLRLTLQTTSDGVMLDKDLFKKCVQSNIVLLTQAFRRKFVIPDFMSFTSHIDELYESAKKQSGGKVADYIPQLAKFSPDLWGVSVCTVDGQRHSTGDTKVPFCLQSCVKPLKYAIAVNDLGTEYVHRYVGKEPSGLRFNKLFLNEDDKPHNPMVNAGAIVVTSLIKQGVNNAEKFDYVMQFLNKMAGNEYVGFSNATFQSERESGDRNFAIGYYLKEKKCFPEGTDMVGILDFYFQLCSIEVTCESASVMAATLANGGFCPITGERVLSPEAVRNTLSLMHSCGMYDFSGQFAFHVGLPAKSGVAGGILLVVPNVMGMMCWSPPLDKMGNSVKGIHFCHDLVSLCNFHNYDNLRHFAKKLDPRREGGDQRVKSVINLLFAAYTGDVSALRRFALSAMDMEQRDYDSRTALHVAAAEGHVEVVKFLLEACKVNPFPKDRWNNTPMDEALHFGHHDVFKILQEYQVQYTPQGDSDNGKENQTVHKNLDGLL
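hKGA; 45 mM KH2PO4 pH 8.2 + 0.02% Tween-20; cpd via pin tool; 1 mM Gln soln; GluOx/HRP/Amplex Red; RT 30 min; fluor. t0 & final.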
HP1b chromo inh = blocks HP1-beta chromodomain binding to methylated histone tails | actives 0.56% (n = 390,000) | P83916 | AlphaScreen HP1-beta / biotin-H3K9me3 peptide binding | AID 540317 | Potency, µM (doses to about 114 µM), for inactives: top-dose activity change, negative = inhibition, usual class: inhibitors; note: nearly all actives have a fitted effect of over 70% in size; inactives centre near 23
Target sequence (P83916 whole entry, looked up): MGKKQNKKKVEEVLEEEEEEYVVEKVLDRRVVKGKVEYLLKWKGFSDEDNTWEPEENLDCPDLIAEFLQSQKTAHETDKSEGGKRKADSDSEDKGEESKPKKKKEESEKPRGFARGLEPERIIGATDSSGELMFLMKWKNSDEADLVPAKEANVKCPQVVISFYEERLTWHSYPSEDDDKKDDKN
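AlphaScreen: HP1-beta (50 nM) preformed 30 min with biotin-H3(1-18)K9me3 peptide (50 nM) in PBS pH 7.4, 0.01% Tween-20. Compound added for 30 min at RT, then streptavidin donor/nickel chelate acceptor beads (10 ug/mL) for 30 min.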
JMJD2A Tudor = inhibitors of human JMJD2A Tudor domain. O75164. AlphaScreen JMJD2A-Tudor / H3K4me3 peptide binding. Potency, µM (top dose mostly 114 µM), for the others: at the top dose activity change, negative = inhibition, most hits filed as inhibitors. actives 4.4% (n = 390,000); note: % is set by controls: 0 for no effect and ±100 for the full control effect; nearly all actives have a fitted effect of over 50% in size
ERG Ets-DNA blk = blocks human ERG Ets domain binding to DNA | actives 0.028% (n = 370,000) | AID 624246 | fluorescence polarization, His-ERG Ets domain / labelled DNA | P11308 | Potency, µM (highest dose often 76.9 µM), without a hit: top-dose FP activity, negative = inhibition, hits mostly inhibitors; active = well fitted inhibition curve with a large enough effect in the polarisation, with a control signal flat; inconclusive = small, poorly fitted or top-dose-only effect, or effect the other way, or a change in a side signal; inactive = no such curve, though single readings can be large or run the other way; the % refers to the polarisation;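 note: polarization taken with two DNA probes labelled with fluorescein and Texas red; % of control where 0% means no effect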
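His-tagged ERG Ets domain (1 uM in the protein solution; 300mM KCl, 50mM Tris-HCl, 1mM EDTA, 1mM DTT, pH 7.5) received compound, then a probe mix of 5 nM fluorescein-DNA and 100nM Texas-615-DNA. Fluorescence polarization was read for both dyes.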
rTrxR1 inhibitor = inhibitors of rat thioredoxin reductase 1. O89049. recombinant rTrxR1, NADPH fluorescence consumption, selenite substrate. Potency, µM (top dose mostly 114 µM), inactives show at the highest dose activity change, negative = inhibition, usual class: inhibitors. actives 1% (n = 390,000). AID 588453; note: % is set by controls: 0 for no effect and ±100 for the full control effect; nearly all actives have a fitted effect of over 65% in size
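Rat TrxR1 (90 nM in the dispensed reagent) was pre-reduced with 400 uM NADPH for 5 min at room temperature, then incubated with compound for 15 min. After 400 uM selenite was added, NADPH fluorescence (Ex 340/Em 450 nm) was followed for 8 min.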
12-LOX inh = ALOX12 (human) lipoxygenase inhibition; P18054; purified 12hLO, xylenol orange hydroperoxide absorbance; Potency, µM (titrated, usually from 108 µM), without a hit: at the highest dose activity change, negative = inhibition, usual class: inhibitors; actives 1.1% (n = 580,000); AID 1671190; note: % is set by controls: 0 for no effect and ±100 for the full control effect
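Purified human 12hLO at 150 nM in 25 mM Hepes, 0.01% Triton X-100, pH 7.0, preincubated 15 min at room temperature with compound. Reaction started with 40 uM arachidonic acid, 30 min at room temperature. Hydroperoxide measured by Fe-xylenol orange, 573/405 nm absorbance ratio.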
Tb PGK inh = blocks T. brucei phosphoglycerate kinase; PGK/GAPDH coupled, Kinase-Glo luminescence, 60 min; Potency, µM (titrated, usually from 57.5 µM), for the others: top-dose activity change, negative = inhibition, hits mostly inhibitors; actives 0.043% (n = 380,000); note: % is set by controls: 0 for no effect and ±100 for the full control effect; nearly all actives have a fitted effect of over 60% in size
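Luminescent ATP detection (Kinase-Glo Plus) follows a 60-minute room-temperature incubation, with wells lacking PGK as controls. Buffer: 100 mM TEA (pH 7.6), 5 mM MgCl2, 0.01% Tween-20. Coupling enzyme GAPDH (100 nM final) supplies unstable 1,3-BPG in-well.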
RGS4 inh = blocks human RGS4-accelerated GTP hydrolysis; P49798; Transcreener GDP fluorescence polarization, RGS4-accelerated GTP hydrolysis; Potency, µM (highest dose often 114 µM), for the others: at the top dose activity change, negative = inhibition, hits mostly inhibitors; actives 0.039% (n = 390,000); note: % is set by controls: 0 for no effect and ±100 for the full control effect; nearly all actives have a fitted effect of over 75% in size; some results filed as inactive show a strong effect at the top dose
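MLSMR compounds (23 nl, pin-transferred) preincubated 10 min at room temperature with a 500nM (2x) first reagent, then RGS4 at 900nM (2x) plus Transcreener GDP mix added; fluorescence polarization (620/688 nm) read before and after 90 min at 30 °C.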
Pin1 inh = inhibitors of human Pin1; Q13526; actives 0.009% (n = 390,000); Potency, µM (titrated, usually from 115 µM), inactives show at the highest dose activity, negative = inhibition, hits mostly inhibitors; Pin1 FP peptide displacement, HiFluor488, 10 min; active = well fitted inhibition curve with a large enough effect in the polarisation, with a control signal flat, not every such curve was filed as active; inconclusive = small, poorly fitted or top-dose-only effect, or effect the other way, or a change in a side signal; inactive = no such curve, though single readings can be large or run the other way; the % refers to the polarisation; note: % is set by controls: 0 for no effect and ±100 for the full control effect
Target sequence (Q13526 whole entry, looked up): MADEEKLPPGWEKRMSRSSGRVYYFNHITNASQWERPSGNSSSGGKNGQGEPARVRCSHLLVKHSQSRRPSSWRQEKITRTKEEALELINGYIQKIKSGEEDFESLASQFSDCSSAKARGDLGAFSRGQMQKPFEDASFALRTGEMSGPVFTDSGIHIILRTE
Starred values were filed as active, the others as inactive; i = inactive; ? = inconclusive; nt = no result given; [ ] = remark or other dose. Unless noted, calls come from the whole dose curve; as a rule, active = well fitted curve in the direction sought with a large enough effect; inconclusive = small, poorly fitted or top-dose-only effect, or another doubt; inactive = no such curve, though single readings can be large; an effect the other way counts as inactive or inconclusive. Potency is the fitted concentration of half-maximal effect. An excerpt (hit frequency here may not be typical).

entry | Molecule | GLS inh | HP1b chromo inh | JMJD2A Tudor | ERG Ets-DNA blk | rTrxR1 inhibitor
1 | O=C(OCC(=O)N1CCN(C(=O)c2ccco2)CC1)c1cccc(O)c1 | 7% | 15% | -25% | 2% | -19%
2 | CC(=O)C1=C(c2ccccc2)NC(=O)NC1c1ccc(O)c(Cl)c1 (stereo not given) | 21% | 10% | -20% | 4% | 11%
3 | CC(C)N(Cc1c(O)ccc2c(=O)c(-c3ccc(Cl)cc3)coc12)C(C)C | -1% | -5% | -18% | -5% | -20%
4 | CCOC(=O)C1=C(C)N=C2SC(C)C(=O)N2C1/C=C/c1ccccc1OC (stereo not given) | 9% | 18% | -28% | 3% | -6%
5 | O=C(COc1ccc(Cl)cc1Cl)Nc1ccc(S(=O)(=O)NC2=NCCCCC2)cc1 | -4% | 29% | -4% | -4% | 10%
6 | CS(=O)(=O)Nc1ccc(-c2nc3ccccc3s2)cc1 | 7% | 26% | -13% | -1% | 79µM*
7 | O=C(NCCCN1CCN(CCCNC(=O)c2ccc(F)cc2)CC1)c1ccc(F)cc1 | -1% | 36%[activator] | 2% | -8% | 1%[57.1 µM]
8 | COc1ccc(CN2C(=O)NC(C)(c3ccc(C)cc3)C2=O)cc1F (stereo not given) | 9% | 28% | -12% | -5% | 9%
9 | COCCN1CCN(c2c3c(nc4cc(-c5cccc(F)c5)nn24)CCC3)CC1 | -2% | 25% | -10% | -18% | 6%[57.1 µM]
10 | Cc1ccc(S(=O)(=O)c2nnn3c2nc(NCc2ccc4c(c2)OCO4)c2sccc23)cc1C | 5% | 18% | -17% | -4% | 17%
11 | FC(F)Oc1ccc(-c2csc(Cc3nnc4n3CCCCC4)n2)cc1 | 7% | 11% | ? | 1% | -3%
12 | Cn1cnnc1SCc1ccc(C(=O)N/N=C/c2cccs2)cc1 | 5% | 32% | -19% | -9% | -2%
13 | CCOc1ccc(OCCn2c(S(=O)(=O)O)nc3c(N)ncnc32)cc1 | 2% | 25% | 2% | 12% | 13%
14 | Cc1csc(NC(=O)C2C3C=CC(C3)C2C(=O)O)n1 (stereo not given) | 24% | 2% | -18% | 2% | 37%[activator]
15 | COc1cccc(CCNC(=O)c2ccc(OC)c(OC3CCN(C(C)C)CC3)c2)c1 | 0% | 36%[activator] | -23% | -2% | 26%[57.1 µM]

entry | 12-LOX inh | Tb PGK inh | RGS4 inh | Pin1 inh
1 | 0% | -8% | 25% | -4%
2 | -4% | -2% | 16% | -2%
3 | -17% | 0% | 18% | 3%
4 | 0% | -1% | -20% | 31%[activator]
5 | -5% | 3% | -7% | 0%
6 | -1% | nt | -15% | -4%
7 | 30% | -4% | -10% | -4%
8 | 31%[activator] | 6% | 15% | 3%
9 | 3% | -5% | -22% | 3%
10 | -22% | i | -35% | 17%
11 | ? | 1% | 7% | 0%
12 | -6% | i | -6%[56.9 µM] | 3%
13 | nt | -1% | 9% | -7%
14 | -15% | -5% | -3% | -12%
15 | -2% | -4% | -10%[56.9 µM] | -3%

Down the list, as entered above.
Compounds 5 to 15 in JMJD2A Tudor, in turn: -4%, -13%, 2%, -12%, -10%, -17%, ?, -19%, 2%, -18%, -23%
Compounds 5 to 15 in RGS4 inh, in turn: -7%, -15%, -10%, 15%, -22%, -35%, 7%, -6%[56.9 µM], 9%, -3%, -10%[56.9 µM]

Some entries already given, showing only RGS4 inh and ERG Ets-DNA blk:
No. | canonical_smiles | RGS4 inh | ERG Ets-DNA blk
9 | COCCN1CCN(c2c3c(nc4cc(-c5cccc(F)c5)nn24)CCC3)CC1 | -22% | -18%
10 | Cc1ccc(S(=O)(=O)c2nnn3c2nc(NCc2ccc4c(c2)OCO4)c2sccc23)cc1C | -35% | -4%
11 | FC(F)Oc1ccc(-c2csc(Cc3nnc4n3CCCCC4)n2)cc1 | 7% | 1%
12 | Cn1cnnc1SCc1ccc(C(=O)N/N=C/c2cccs2)cc1 | -6%[56.9 µM] | -9%

Remaining list, next part.
entry | Molecule | GLS inh | HP1b chromo inh | JMJD2A Tudor | ERG Ets-DNA blk | rTrxR1 inhibitor
16 | CCCn1c(NC(=O)c2ccc([N+](=O)[O-])o2)nc2ccccc21 | -19% | 7% | -28% | -2% | -20%
17 | Cc1cccc(CNC(=O)C2CCCN(c3nn4c(=O)cc(C)nc4s3)C2)c1 (stereo not given) | -3% | 45%[activator] | -1% | -3% | 7%[57.1 µM]
18 | C[C@H](NC(=O)c1ccco1)C(=O)Nc1nnc(SCc2ccccc2)s1 | 2% | 26% | 0% | -6% | 11%
19 | COc1cc(-c2noc(C3CC(=O)N(c4cc(C)ccc4C)C3)n2)cc(OC)c1OC (stereo not given) | -6% | 17% | -19% | 6% | 5%[57.1 µM]
20 | COc1ccc(CCN(C(=O)c2ccco2)C(C(=O)NC2CCCC2)c2ccncc2)cc1OC (stereo not given) | -4% | 38%[activator] | -3% | -20% | -20%
21 | COc1ccc(-n2c(C)cc(C(=O)COC(=O)c3ccc(O)cc3O)c2C)cc1 | 13% | -14% | ? | 7% | 2%
22 | Cc1cc(Cl)cc(Cl)c1OCC(=O)NCc1ccco1 | 3% | 10% | -28% | 4% | ?
23 | O=C1CCCN1c1ccc(N2CCCC2=O)cc1 | 1% | 46%[activator] | 0% | 8% | 31%[11.4 µM]
24 | CCN(CC)C(=O)Oc1cc(COC)nc(-c2ccccc2)n1 | -6% | 24% | 7% | 18% | 17%[57.1 µM]
25 | COCCn1c(SCC(=O)NC2CCCCC2C)nnc1-c1ccncc1 (stereo not given) | -4% | 16% | 0% | 15% | 14%
26 | Cc1cccc(NC(=O)C2CCN(S(C)(=O)=O)CC2)c1C | -6% | 62%[activator] | -5% | -9% | 25%
27 | O=c1cc(-c2ccccc2)nc(Sc2ccc([N+](=O)[O-])cc2[N+](=O)[O-])[nH]1 | 1% | 10% | -30% | -17% | -71%
28 | CCc1cccc2c(C(=O)C(F)(F)F)cn(CC(=O)NCC3CCCO3)c12 (stereo not given) | -8% | 51%[activator] | -1% | -8% | -8%
29 | COc1ccc([C@@]2(O)c3c(ccc(CC=C(C)C)c3O)NC(=O)[C@@H]2OC)cc1 | 4% | 6% | ? | -13% | 0%
30 | Fc1ccc(Cn2cnc3ccccc32)cc1 | ? | 45%[activator] | -1% | 6% | 23%[57.1 µM]

entry | 12-LOX inh | Tb PGK inh | RGS4 inh | Pin1 inh
16 | -27% | -4% | -18% | ?
17 | 12% | i | 21% | 2%
18 | -17% | 1% | 15% | -3%
19 | -24% | -9% | -18% | 2%
20 | -12% | -5% | 3% | -3%
21 | -9% | 2% | -13% | 30%[activator]
22 | ? | 0% | -45% | ?
23 | 6% | 0% | 48% | 0%
24 | 23% | i | -4% | 0%
25 | 13% | -12% | -1% | 2%
26 | -4% | -2% | -8%[56.9 µM] | -2%
27 | ? | -20% | -51% | 5%
28 | -10% | -9% | -4% | 3%
29 | ? | 2% | 1% | ?
30 | 0% | 1% | -7% | 2%

Next section
entry | Molecule | GLS inh | HP1b chromo inh | JMJD2A Tudor | ERG Ets-DNA blk | rTrxR1 inhibitor
31 | CCOc1ccc(NC(=O)CCS(=O)(=O)c2ccc3c(c2)CCCN3C(C)=O)cc1 | -2% | 36%[activator] | -4% | -2% | 1%
32 | O=c1[nH][nH]c(C(F)(F)F)c1C=Nc1ccc(Cl)cc1 | 23% | 5% | -30% | 9% | 15%
33 | c1ccc(-c2cnc(-c3ccccc3)nn2)cc1 | 3% | 20% | -17% | 13% | 11%
34 | Cc1nnc(NC(=O)C2CSC3(C)CCC(=O)N23)s1 (stereo not given) | 12% | 47%[activator] | -1% | -2% | -6%
35 | O=C(OCCc1cc2ccccc2c(=O)o1)c1ccc(C(F)(F)F)cc1 | -2% | 101%[activator] | 24% | 1% | 13%
36 | CC(C)Cc1nc(SCC(=O)N2CCOCC2)c2c(=O)n(C)c(=O)n(C)c2n1 | 6% | 22% | -22% | -1% | 27%
37 | CC(C)CNC(=S)NC(=O)c1ccc([N+](=O)[O-])cc1 | 1% | -22% | ? | 7% | 11%[57.1 µM]
38 | O=C(Nc1ccccc1Cl)Oc1ccc(-c2ccccc2)cc1 | -19% | 49%[activator] | -1% | 17% | 30%
39 | O=C1CC(Nc2ccc(N3CCOCC3)cc2)C(=O)N1c1cccc(C(F)(F)F)c1 (stereo not given) | 9% | -15% | ? | 5% | ?
40 | CCCCCN(C(=O)CCC(=O)OCC(=O)N(C)C1CCCCC1)c1c(N)n(CCCC)c(=O)[nH]c1=O | -8% | 36% | -7% | -5% | 4%

entry | 12-LOX inh | Tb PGK inh | RGS4 inh | Pin1 inh
31 | 108%[activator][57.4 µM] | -3% | 15% | 0%
32 | 0% | -6% | 11% | 3%
33 | -13% | -3% | 8% | -3%
34 | -14% | i | -43% | -9%
35 | 1% | -4% | -9% | 0%
36 | -4% | -9% | 14% | -1%
37 | ? | -4% | -31% | 0%
38 | 4% | -8% | -3% | ?
39 | nt | -2% | -41% | -2%
40 | -2% | 4% | -9% | -2%
